PL biosyn Enam: animal cell phospholipid biosynthesis inhibition, Enamine screen. ZR-82 CHO cells, pyrene fatty acid UV survival, CellTiter Blue; peroxisome-deficient CHO-K1 mutant line; plus DGAT-1, DGAT-2 and ACAT inhibitors. calls only at 10 µM. hit rate 0.4% among 20,000;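 active = cell survival signal 2 SD away from solvent-only control wells, confirmed on one or two retests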;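 note: 3 h compound exposure then viability read about one day after UV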
Calls only; i = inactive; + = active, no number. This is a subset; count on the stated rates, not on these rows.

# | canonical_smiles | PL biosyn Enam
1 | O=[N+]([O-])c1ccc(N/N=C2\CCc3ccccc32)cc1 | +
2 | Cc1nc2sccn2c1C(=O)C(F)(F)F | i
3 | O=P1(Nc2ccc3c(c2)OCCO3)C=C(c2ccccc2)OC(c2ccccc2)=C1 | i
4 | CN(C)S(=O)(=O)CC12CCC(CC1=O)C2(C)C (stereo not given) | i
5 | ClC1(Cl)CC1Cn1c(-c2cccs2)nc2ccccc21 (stereo not given) | i
6 | Cn1c(N)c(C(=O)CN2CCN(C(=O)c3cccs3)CC2)c(=O)n(C)c1=O | i
7 | O=C(O)CC1N=C2c3ccccc3N=CN2NC1=O (stereo not given) | i
8 | Clc1ccc(C2C=C(c3ccc(Br)cc3)Nc3nnnn32)cc1 (stereo not given) | i
9 | Cn1cccc1C(=O)OCc1nc(-c2cccs2)no1 | i
10 | COc1cccc(C2Nc3ccccc3-c3nc4ccccc4n32)c1OC (stereo not given) | i
11 | N=c1sc(SCc2cccc3ccccc23)nc2ccccc12 | i
12 | O=C1c2ccccc2C(=O)c2c1oc1c3c(ccc21)OCN(Cc1ccco1)C3 | i
13 | CC(C)(CN=Cc1c(O)[nH]c(=S)[nH]c1=O)N1CCOCC1 | i
14 | CCN=c1scc(C)n1/N=C/c1ccc(Br)cc1 | i
15 | CCCCc1ccc2c(c1)SC1=NS(=O)(=O)CCN12 | i
16 | c1ccc(-n2cc(C3Nc4ccccc4-c4nc5ccccc5n43)c(-c3ccc4c(c3)OCCO4)n2)cc1 (stereo not given) | i
17 | O=S(=O)(N=P(c1ccccc1)(c1ccccc1)c1ccccn1)c1ccccc1 | i
18 | O=S(=O)(c1ccc(Cl)cc1)c1ccc2ccccc2c1 | i
19 | C(=N\OCc1cccc(CO/N=C/c2ccco2)c1)/c1ccco1 | i
20 | CC(C)CC1NC(=O)N(CC(=O)NC(=O)NC(C)(C)C)C1=O (stereo not given) | i
21 | CC1(C)C2CC=C(/C=N/NC(=O)NC3CCCCC3)C1C2 (stereo not given) | i
22 | CCN(CC)c1nc(C)nc2sc3c(c12)CCC(C)C3 (stereo not given) | i
23 | O=[N+]([O-])c1cc(S(=O)(=O)C(F)(F)F)ccc1NC1CCS(=O)(=O)C1 (stereo not given) | i
24 | O=[N+]([O-])c1ccc(C2SCCS2)cc1 | i
25 | Nc1cc2c(cc1[N+](=O)[O-])OCC(=O)N2 | i
26 | Cc1ccc(-c2csc3ncn(Cc4cc(=O)n5ccsc5n4)c(=O)c23)s1 | i
27 | Brc1ccccc1/C=N/Nc1nc2ccccc2o1 | i
28 | O=C(CN1C(=O)NC2(CCCCCC2)C1=O)NCc1cccs1 | i
29 | C[n+]1ccc(/C=C/C(=O)c2ccc3c4c(cccc24)CC3)cc1 | i
30 | Nc1nc2cc3c(cc2s1)OCCO3 | i

Reformatted field by field: 4 of the compounds above.
15: CCCCc1ccc2c(c1)SC1=NS(=O)(=O)CCN12
  PL biosyn Enam = i

16: c1ccc(-n2cc(C3Nc4ccccc4-c4nc5ccccc5n43)c(-c3ccc4c(c3)OCCO4)n2)cc1 (stereo not given)
  PL biosyn Enam = i

17: O=S(=O)(N=P(c1ccccc1)(c1ccccc1)c1ccccn1)c1ccccc1
  PL biosyn Enam = i

18: O=S(=O)(c1ccc(Cl)cc1)c1ccc2ccccc2c1
  PL biosyn Enam = i

More structures follow.
# | canonical_smiles | PL biosyn Enam
31 | COC(=O)c1c(NC(=O)/C=C/c2ccco2)sc2c1CCC2 | i
32 | Clc1ccc(SCc2nc(N3CCN(c4ncccn4)CC3)c3c4c(sc3n2)CCC4)cc1 | i
33 | O=S1(=O)CCC(N2CCN(c3ccc(S(=O)(=O)N4CCOCC4)cn3)CC2)C1 (stereo not given) | i
34 | CCOC(=O)c1c(C2CC2)csc1NC(=O)COC(=O)C12CC3CC(CC(Br)(C3)C1)C2 | i
35 | C=CCN=c1scc(-c2ccc(Cl)cc2Cl)n1/N=C/c1ccc2c(c1)OCO2 | i
36 | Cc1cc(C(=O)CSc2nnc(C)n2C2CC2)c(C)n1C1CC1 | i
37 | CON(C)c1nc(-c2ccccc2)nc2ccccc12 | i
38 | Nc1nnc(SCC(=O)Nc2ccnn2C2CCCC2)s1 | i
39 | CN1CCN(c2nc(-c3ccc(Br)s3)cs2)CC1 | i
40 | Nc1ccc(N2CCOCC2)c(S(=O)(=O)Nc2cc(Cl)ccc2Cl)c1 | i
41 | Cc1c2c(nc3cc4c(cc13)OCO4)-c1ccccc1OC2c1ccccc1 (stereo not given) | i
42 | CNS(=O)(=O)c1ccc(/C(C)=N/Nc2cc(C)c3cc(C)cc(C)c3n2)cc1 | +
43 | CCCN(C(=O)CN1C(=O)NC(CC(C)C)C1=O)C1=CCCCC1 (stereo not given) | i
44 | O=c1cc(CSc2ccc3c(c2)OCCCO3)nc2sc3c(n12)CCCC3 | i
45 | O=C(Nc1ccc(OC(F)(F)C(F)F)c(NC(=O)NC2CCCCC2)c1)NC1CCCCC1 | i

In another format: entries from further up.
31	COC(=O)c1c(NC(=O)/C=C/c2ccco2)sc2c1CCC2
  PL biosyn Enam: i
32	Clc1ccc(SCc2nc(N3CCN(c4ncccn4)CC3)c3c4c(sc3n2)CCC4)cc1
  PL biosyn Enam: i
33	O=S1(=O)CCC(N2CCN(c3ccc(S(=O)(=O)N4CCOCC4)cn3)CC2)C1 (stereo not given)
  PL biosyn Enam: i
34	CCOC(=O)c1c(C2CC2)csc1NC(=O)COC(=O)C12CC3CC(CC(Br)(C3)C1)C2
  PL biosyn Enam: i

Other records
# | canonical_smiles | PL biosyn Enam
46 | Cc1cc(C)n2c(SCc3cc(=O)n4c(C)csc4n3)nnc2n1 | i
47 | Cc1cc(-n2nc(C)cc2C)nc(-n2nc(C)cc2C)n1 | i
48 | CC1(C(=O)OCC23CC4CC(CC(C4)C2)C3)CCCCC1 | i
49 | Cc1cccn2c(=O)c(/C=C3\SC(=S)N(CC4CCCO4)C3=O)c(N3CCCC3)nc12 (stereo not given) | i
50 | CC(=O)c1c(C)[nH]c(C(=O)CSc2nnc(CN3CCCC3)o2)c1C | i
51 | COC(=O)c1sccc1N=Cc1c(O)[nH]c(=O)[nH]c1=O | i
52 | Cc1nc2cc3c4c(c2oc1=O)CCCN4CCC3 | i
53 | O=[N+]([O-])c1cc(/C=N/n2c(-c3ccc(Cl)cc3)n[nH]c2=S)ccc1Cl | i
54 | CCN(C(=O)Cn1cnc2c1c(=O)n(C)c(=O)n2C)C1CCCCC1 | i
55 | CC(=O)c1sc2c(c1N)c(=O)[nH]c(=O)n2C1CC2CCC1C2 (stereo not given) | i
56 | O=S(=O)(Nc1ccccc1OC(F)F)c1cccc2nsnc12 | i
57 | O=C(CSc1nnc(-c2cccs2)n1C1CC1)Nc1ccnn1C1CCCC1 | i
58 | CC1(C)CN=C(N2CCN(CC(O)COc3ccc(OCC(O)CN4CCN(C5=NCC(C)(C)S5)CC4)cc3)CC2)S1 (stereo not given) | i
59 | NC1=NC(c2cn(-c3ccccc3)nc2-c2cc3ccccc3oc2=O)n2c(nc3ccccc32)N1 (stereo not given) | i
60 | COc1cc(S(=O)(=O)N2CCCC2)c(OC)cc1Cl | i
61 | C=CCn1c(=S)[nH]c2ccsc2c1=O | i
62 | CC(C)CNC(=O)NC(=O)CN1C(=O)NC2(CCC(C)CC2)C1=O (stereo not given) | i
63 | COC(=O)C(CCSC)NC(=O)NC1CCCCC1 (stereo not given) | i
64 | CN=c1scc(-c2ccc(Br)cc2)n1/N=C/c1ccccc1F | i
65 | O=C1Oc2c(cc3c4c2CCCN4CCC3)P(=Nc2ccc([N+](=O)[O-])cc2)(N2CCOCC2)N1c1ccc(Cl)c(Cl)c1 (stereo not given) | i
66 | COC(=O)c1c(C)[nH]c(C(=O)CSc2nc(C)nc3sc4c(c23)CCC4)c1C | i
67 | O=[N+]([O-])c1ccc2cnn(-c3ccc(S(=O)(=O)N4CCCC4)cc3[N+](=O)[O-])c2c1 | i
68 | CCC(CO)Nc1ncnc2sc(C)c(C)c12 (stereo not given) | i
69 | CC1CCN(Cc2nc(NCCN(C)C)c3c4c(sc3n2)CCC4)CC1 | i
70 | Cc1nc(N2CCN(Cc3cc(=O)n4ccsc4n3)CC2)c2c(C)c(C)sc2n1 | i
71 | C=CCn1c(SCC(=O)c2cccs2)nc2sc3c(c2c1=O)CCC3 | i
72 | Clc1cccc(-c2nnc3n2N=C2CCCCC2S3)c1 (stereo not given) | i
73 | Cc1cccn2c(=O)c(/C=N/NC(N)=S)c(N3CCCC3)nc12 | i
74 | Clc1ccc(-c2csc3ncnc(Sc4nnc(C5CC5)o4)c23)cc1 | i
75 | O=c1[nH]c2c(s1)C(c1ccc(-c3ccc([N+](=O)[O-])cc3)o1)C1C3CCC(C3)C1S2 (stereo not given) | i
76 | Clc1cc2c(c(CSc3ncnc4ccccc34)c1)OCOC2 | i
77 | CC(NC(=O)Cn1c(=O)/c(=C\c2ccsc2)s/c1=C\C(=O)C(C)(C)C)C1CC2CCC1C2 (stereo not given) | i
78 | COc1ccc(Oc2ccc(S(=O)(=O)N3CCCC3)cc2[N+](=O)[O-])cc1 | i
79 | O=C(CSc1nnnn1C1CCCC1)c1cc(Cl)sc1Cl | i
80 | CC(C)Cc1nnc(NC(=O)CC2Oc3ccccc3NC2=O)s1 (stereo not given) | i
81 | NS(=O)(=O)c1cc2c(cc1Cl)NC(c1ccccc1Br)NS2(=O)=O (stereo not given) | i
82 | CC(=O)N1CC(=O)N(CC(=O)Nc2nccs2)C1=S | i
83 | O=C(CN=c1sccn1CC(=O)NC1C2CC3CC(C2)CC1C3)NC1C2CC3CC(C2)CC1C3 (stereo not given) | i
84 | c1ccc(CC(Cc2ccccc2)=NNc2nncc3ccccc23)cc1 | i
85 | CCc1cc2c(SCc3nc4sc(C(C)=O)c(C)c4c(=O)[nH]3)ncnc2s1 | i
86 | Oc1ccc2oc3c(c2c1/C=N/N(c1ccccc1)c1ccccc1)CCCC3 | i
87 | CCOC(=O)C(=O)C1SC(=S)N(CC)C1=O (stereo not given) | i
88 | FC(F)(F)c1cccc(/C=N/N=C(c2ccccc2)c2ccccc2)c1 | i
89 | c1ccc2oc(CSc3nc4ccccc4s3)nc2c1 | i
90 | CN=Cc1c(NC)n2c(C)cccc2nc1=O | i
91 | c1ccc(-c2noc(-c3ccccc3)n2)cc1 | i
92 | O=c1cc(-c2cc(Cl)cc3c2OCOC3)oc2ccc(F)cc12 | i
93 | O=S(=O)(Nc1nc(-c2ccc(Cl)s2)cs1)c1ccc2ccccc2c1 | i
94 | O=C(N/N=C/c1ccco1)C(O)C(O)C(=O)N/N=C/c1ccco1 (stereo not given) | i
95 | O=C(c1cc2c(=O)n3ccccc3nc2s1)N1CCOCC1 | i
96 | C/C(=C/C(=O)C(F)(F)F)N1CCN(C(=O)c2ccco2)CC1 | i
97 | O=C(Nc1ccc2c(c1)OCO2)C1=CC=CN2CCS(=O)(=O)N=C12 | i
98 | COc1cc2nc(COc3cc(Cl)c(Cl)cc3Cl)[nH]c(=O)c2cc1OC | i
99 | Oc1ccc(-c2onc3ccc(Cl)cc23)cc1 | i
100 | CC(C)=CCC/C(C)=C/C=N/Nc1ccc(S(N)(=O)=O)cc1[N+](=O)[O-] | i
101 | Fc1cccc(/C=N/n2cnnc2)c1 | i
102 | Clc1ccc(-c2cnc(CSc3nnc(C4CC4)n3C3CC3)o2)cc1 | i
103 | O=c1c2c(C3CC3)csc2nc(SCc2cc(=O)n3ccsc3n2)n1C1CCCCC1 | i
104 | O=[N+]([O-])c1cc(Cl)ccc1Oc1ccc2ccccc2c1Cl | i
105 | NC(=O)CSc1nc(N)nc(N)n1 | i

Later entries:
# | canonical_smiles | PL biosyn Enam
106 | Cc1nnsc1C(=O)NC1CCCCCC1 | i
107 | O=P(NCc1ccccc1)(OC12CC3CC(CC(C3)C1)C2)OC12CC3CC(CC(C3)C1)C2 | i
108 | Clc1ccc2c(N/N=C3\CCc4ccccc43)ccnc2c1 | i
109 | O=C(N=Nc1c(O)[nH]c2ccc(Br)cc12)C1CC1 | i
110 | Clc1ccc(-c2cc(-c3ccccc3)c3cc(Cl)ccc3n2)cc1 | i
111 | Nc1ncc(Cl)cc1[N+](=O)[O-] | i
112 | Cc1cc(C(=O)COC(=O)c2ccc([N+](=O)[O-])o2)c(C)n1Cc1ccco1 | i
113 | C(=N\N1CCCCC1)/c1ccc2c(c1)OCO2 | i
114 | C/C(=N\N=c1/sc2ccccc2n1C)c1cc2ccccc2o1 | i
115 | COc1cc(S(=O)(=O)N2CCN(C)CC2)c(OC)cc1Br | i
116 | COc1ccc(OCc2c(F)c(F)c(F)c(F)c2F)c([N+](=O)[O-])c1 | i
117 | Cn1c(N)c(C(=O)COC(=O)c2ccc[nH]c2=O)c(=O)n(C)c1=O | i
118 | O=C(NNC(=S)NC1CC2CCC1C2)C1CC1 (stereo not given) | i
119 | Cn1c2c(c(=O)n(C)c1=O)C(c1cccnc1)C1=C(N2)c2ccccc2C1=O (stereo not given) | i
120 | ClC12OC3(c4ccccc4)C4C5CC(C6C5C3C61)C42 (stereo not given) | i
121 | Cc1cc(C(=O)Cn2ncc(Cl)c(Cl)c2=O)c(C)n1CC(F)(F)F | i
122 | CC(C)CN(C1CCS(=O)(=O)C1)S(=O)(=O)c1ccc(Cl)cc1 (stereo not given) | i
123 | C(=N\Nc1ccccc1)/c1ccc(N2CCC(c3ccccc3)=N2)cc1 | i
124 | COc1ccc(Br)cc1S(=O)(=O)Nc1cc(F)ccc1F | i
125 | COc1ccc(Cc2nc(-c3ccc(Br)cc3)no2)cc1 | i
126 | Cn1c(-c2ccc(Br)cc2)c[nH]c1=S | i
127 | Ic1cc(I)c2cccnc2c1OCc1nnc(-c2ccccc2)o1 | i
128 | Cc1cc(C)n2c(SCc3nc4ccccc4nc3C)nnc2n1 | i
129 | Nc1cc(-c2ccc(F)cc2)no1 | i
130 | O=S(=O)(c1ccc(=S)[nH]c1)N1CCOCC1 | i
131 | O=C1/C(=C\c2c(NCc3ccco3)nc3ccccn3c2=O)SC(=S)N1Cc1ccco1 | i
132 | O=c1oc2cc(OCc3cc4c(cc3Cl)OCO4)c(Cl)cc2c2c1CCC2 | i
133 | CC(=O)NC12CC3(C)CC(C)(CC(C)(C3)C1)C2 | i
134 | Ic1ccccc1/C=N/Nc1nncc2ccccc12 | i
135 | FC(F)Sc1nnc(-c2ccccc2)c2ccccc12 | i
136 | O=P(NCC(c1ccccc1)c1ccccc1)(Oc1ccccc1)Oc1ccccc1 | i

Compound activity from PubChem.
